Screening data: PubChem, several laboratories
Mtb BioA inh: inhibitors of Mycobacterium tuberculosis BioA enzyme; purified M. tuberculosis BioA enzyme, plate reader; inhibition, % at 9.99 µM; actives 0.096% (n = 360,000); AID 602481; in the data active = inhibition above about 40%; inconclusive = no clear call, values can overlap the other calls
Mtb UGM inh: Mtb UDP-galactopyranose mutase inhibition. P9WIQ1. purified UGM, fluorescence polarization probe displacement. inhibition, % at 10 µM. actives 0.06% (n = 320,000). AID 504406; in the data active = inhibition above about 10%, passing the limit was not always enough; inconclusive = no clear call, values can overlap the other calls
Target sequence (P9WIQ1 whole entry, looked up): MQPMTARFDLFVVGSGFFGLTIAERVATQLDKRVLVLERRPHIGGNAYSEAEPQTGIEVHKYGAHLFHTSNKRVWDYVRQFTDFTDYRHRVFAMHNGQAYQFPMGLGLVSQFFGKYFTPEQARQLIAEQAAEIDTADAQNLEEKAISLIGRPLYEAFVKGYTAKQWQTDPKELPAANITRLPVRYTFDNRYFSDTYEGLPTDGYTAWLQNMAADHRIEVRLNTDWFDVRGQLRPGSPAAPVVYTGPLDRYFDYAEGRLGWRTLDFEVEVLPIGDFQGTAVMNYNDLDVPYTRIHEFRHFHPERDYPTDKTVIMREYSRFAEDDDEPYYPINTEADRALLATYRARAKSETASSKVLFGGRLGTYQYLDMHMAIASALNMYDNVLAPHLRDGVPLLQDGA
Rv3671c inh: inhibits the M. tuberculosis serine protease Rv3671c; P9WHR9; inhibition, % at 5.96 µM; actives 0.048% (n = 320,000); in the data active = inhibition above about 38%;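 also: extracellular domain of Rv3671c used as enzyme; 0% = enzyme with DMSO and 100% = no enzyme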
Target sequence (P9WHR9 whole entry, looked up, the tested form may be a part): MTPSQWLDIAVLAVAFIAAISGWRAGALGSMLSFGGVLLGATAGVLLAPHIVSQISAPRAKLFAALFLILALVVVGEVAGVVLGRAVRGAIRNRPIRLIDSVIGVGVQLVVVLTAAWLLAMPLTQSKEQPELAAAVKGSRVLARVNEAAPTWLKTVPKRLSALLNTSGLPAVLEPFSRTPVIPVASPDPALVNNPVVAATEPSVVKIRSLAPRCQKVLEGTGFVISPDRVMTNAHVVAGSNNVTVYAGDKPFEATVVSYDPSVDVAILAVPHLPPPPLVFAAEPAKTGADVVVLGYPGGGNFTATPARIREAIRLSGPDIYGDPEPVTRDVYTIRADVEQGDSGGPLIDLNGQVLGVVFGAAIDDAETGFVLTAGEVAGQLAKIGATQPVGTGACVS
BoNT F protease: BoNT F light chain protease inhibition; actives 0.22% (n = 360,000); inhibition, % at 10 µM; Multiplex microsphere protease cleavage assay, flow cytometry; AID 588497; in the data active = inhibition above about 35%, passing the limit was not always enough; inconclusive = no clear call, values can overlap the other calls; also: plate controls were buffer without enzyme for full effect and enzyme alone for no effect
GDH-TPI inh: GDH-TPI coupled enzyme inhibition counter-screen. actives 1.2% (n = 360,000). GDH-TPI coupled enzyme counterscreen, NADH absorbance. inhibition, % at 4.8 µM; in the data active = inhibition above about 30%;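 also: 0% = DMSO wells and 100% = wells lacking the enzyme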
FadD28 binding: M. tuberculosis FadD28 bisubstrate binding inhibition | actives 0.22% (n = 360,000) | inhibition, % at 12.5 µM | FadD28 bisubstrate probe binding, fluorescence polarization; in the data active = inhibition above about 8.5%, passing the limit was not always enough; inconclusive = no clear call, values can overlap the other calls
PrPC TRFRET: inhibitors of human cell surface prion protein PrPC. P04156. TR-FRET read-out. AID 720596. inhibition, % at 13.8 µM. actives 0.43% (n = 370,000); in the data active = inhibition above about 24%; also: 0% = median of the test wells and 100% = reference compound wells
Mtb FBA inh: Mtb fructose-bisphosphate aldolase inhibition. P9WQA3. purified M. tuberculosis FBA, fluorescence read-out. inhibition, % at 1 µM. actives 2.3% (n = 360,000); in the data active = inhibition above about 27%;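 also: 0% = vehicle and 100% = reference inhibitor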
MazF activator: increases E. coli MazEF RNase cleavage of RNA. P0AE70. FAM/BHQ RNA-DNA oligo cleavage fluorescence, 5 h. activation, % at 20 µM. actives 0.32% (n = 350,000). AID 504720; in the data active = activation above about 50%
Target sequence (P0AE70 whole entry, looked up): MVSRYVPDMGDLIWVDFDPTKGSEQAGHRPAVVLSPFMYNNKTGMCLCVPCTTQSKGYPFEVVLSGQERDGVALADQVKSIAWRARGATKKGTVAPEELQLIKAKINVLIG
* marks the source's active call; other numbers are inactive results; ? = inconclusive; / = no result given.

SMILES	Mtb BioA inh	Mtb UGM inh	Rv3671c inh	BoNT F protease	GDH-TPI inh	FadD28 binding	PrPC TRFRET	Mtb FBA inh	MazF activator
COc1ccc2c3c([nH]c2c1)C1(NCC3)C(=O)Nc2ccccc21 (stereo unspecified)	-0.1	0.9	-2.5	-12.6	6.2	-1.5	-1.6	0.8	0.5
CCC(CC)NC(=O)CN(c1ccccc1OC)S(=O)(=O)c1cccs1	-1.6	1.8	-9.2	-17.4	6.3	0.1	1.3	3.2	6.9
Cc1nn(C(C)C(=O)NC2CC2)c(=O)c2nn(-c3ccccc3)c(C)c12 (stereo unspecified)	3.6	2.3	6.5	2.8	2.4	-0.6	2.8	2.7	-10.3
COC(=O)c1c(NC(=O)c2ccccc2)sc(Cc2ccccc2)c1C	0.0	1.3	-1.5	-6.8	-0.9	-1.2	-3.8	4.3	-1.3
COc1ccc(NC(=O)c2cc(C3CC3)nc3c2cnn3C(C)C)cc1OC	2.3	0.9	-6.7	-7.5	21.6	-2.4	8.9	2.8	1.7
O=C(CSc1ccccc1)Nc1ccc(N2CCOCC2)c(F)c1	-2.4	-0.2	-8.2	2.7	7.0	-1.4	0.1	4.9	2.0
C=CCn1c(COc2ccccc2F)nnc1SCC(=O)NC(=O)NCc1ccco1	0.0	1.8	-1.6	-6.9	4.2	0.1	1.3	3.5	-7.4
Cn1c(/C(C#N)=C/c2cccc(O)c2)nc2ccccc21	-0.3	-1.9	1.4	-5.8	16.4	-2.5	4.6	1.6	-2.0
O=C(NCCc1cn2ccccc2n1)c1cc(COc2ccc3ncccc3c2)on1	2.4	1.6	-2.1	-0.6	-1.8	-0.6	25.1*	2.6	0.5
O=C(CN1C(=O)S/C(=C\c2ccccn2)C1=O)Nc1ccccc1	-1.9	-1.5	/	-5.2	12.7	-5.5	-2.4	-1.6	-9.6
O=C1[C@H]2[C@H](ON3CCCC[C@H]23)C(=O)N1c1cccc(C(F)(F)F)c1	/	0.9	-3.9	0.9	11.0	-1.0	2.2	-4.7	5.1
NS(=O)(=O)c1ccc(NC(=S)NNC(=O)c2cccs2)cc1	/	0.0	6.7	-16.3	20.8	0.6	4.6	-3.4	13.7
COc1ccccc1CNC(=O)Cn1c(=O)oc2cc(S(=O)(=O)N3CCCC3)ccc21	-0.9	-0.2	4.8	-5.1	-0.9	-3.2	8.8	0.3	6.1
Cn1c(O)c(/C=N/N2CCOCC2)c(=O)n(C)c1=S	-0.7	-3.6	0.8	?	19.2	0.1	-6.2	0.9	3.3
CCCCNC(=O)CSc1nnc(-c2ccc(S(=O)(=O)N3CCCC3)cc2)n1C	-2.8	4.5	-10.8	3.1	5.3	1.5	-0.3	1.6	8.8
COc1ccc(C(=O)COC(=O)[C@H](C)NS(=O)(=O)c2ccc(NC(C)=O)cc2)cc1OC	-5.0	/	/	0.3	14.3	-0.1	-1.3	7.5	2.9
Cc1ccc([C@H]2C(C(=O)O)=CC[C@@H](c3ccc(C)cc3)N2S(=O)(=O)c2ccc(C)cc2)cc1	2.0	-2.6	-4.7	-8.4	12.5	-2.7	-1.1	1.7	2.9
COc1ccc([C@H]2CC(=O)C=C(c3cc(F)ccc3OC)C2)cc1	-1.4	-4.1	-7.9	-4.5	-3.1	-6.0	4.6	-1.9	-4.4
Cc1nn(C(C)C(=O)O)c(C)c1[N+](=O)[O-] (stereo unspecified)	-2.0	-1.1	2.4	-0.2	-0.6	-1.3	-0.5	0.9	-2.3
Cc1ccc(S(=O)(=O)N2C[C@]3(O)C[C@@H]4C(=O)N(c5ccccc5)C(=O)[C@@H]4C[C@]3(OC(=O)NCc3ccco3)C2)cc1	0.3	/	/	0.9	2.4	-1.5	-4.3	0.6	2.6

Full records as entered above:
CCCCNC(=O)CSc1nnc(-c2ccc(S(=O)(=O)N3CCCC3)cc2)n1C across the screens: Mtb BioA inh = -2.8; Mtb UGM inh = 4.5; Rv3671c inh = -10.8; BoNT F protease = 3.1; GDH-TPI inh = 5.3; FadD28 binding = 1.5; PrPC TRFRET = -0.3; Mtb FBA inh = 1.6; MazF activator = 8.8
Cn1c(/C(C#N)=C/c2cccc(O)c2)nc2ccccc21 across the screens: Mtb BioA inh = -0.3; Mtb UGM inh = -1.9; Rv3671c inh = 1.4; BoNT F protease = -5.8; GDH-TPI inh = 16.4; FadD28 binding = -2.5; PrPC TRFRET = 4.6; Mtb FBA inh = 1.6; MazF activator = -2.0

Next part:
SMILES	Mtb BioA inh	Mtb UGM inh	Rv3671c inh	BoNT F protease	GDH-TPI inh	FadD28 binding	PrPC TRFRET	Mtb FBA inh	MazF activator
N=c1n(CC(=O)c2ccc([N+](=O)[O-])cc2)c2ccccc2n1Cc1ccc(Cl)cc1	/	-1.7	-5.1	-2.2	4.3	-0.8	-2.9	-4.8	177.8*
O=C(NC(=O)c1c(Cl)cccc1Cl)Nc1ccc(Oc2cccnc2)nc1	-0.6	1.0	-1.1	-9.8	5.2	-2.4	1.9	3.7	-0.4
Cc1nnc(SCC(=O)NCC2CCCO2)n1-c1ccccc1 (stereo unspecified)	0.5	-0.3	7.9	4.9	8.2	-1.2	-3.3	-3.0	3.3
CCOC(=O)C1(Cc2cccc(OC)c2)CCN(Cc2cccn2-c2nccs2)CC1	-0.6	-0.5	5.5	0.2	-1.9	-1.5	4.5	0.0	0.5
CCC(Sc1nc2ncccc2[nH]1)C(=O)NC1CCCC1 (stereo unspecified)	-2.7	-0.8	8.6	-2.0	-9.1	-0.1	-8.5	4.3	-2.9
CC(=O)Nc1ccc(C(=O)n2nc(C)cc2C)cc1	/	0.4	2.6	1.8	6.4	-2.3	3.1	4.6	0.9
O=C(COc1ccccc1)N1CCN(C2CCCC2)CC1	0.9	3.0	3.9	-2.3	-6.9	-3.0	-3.2	5.6	7.9
COc1cccc(C(C(=O)NC(C)(C)C)N(C(=O)CCC(=O)Nc2cc(C)on2)c2ccc3c(c2)OCCO3)c1OC (stereo unspecified)	-0.2	0.1	-2.5	1.5	-3.9	-2.5	-2.3	0.3	0.5
COc1ccc(Nc2ccccc2NC(=O)c2ccccc2Br)cc1	-0.5	-6.4	-2.1	6.4	1.6	1.9	0.4	0.3	-1.1
CCCCCC1CCC(c2n[nH]c(=S)n2C)CC1 (stereo unspecified)	/	0.2	2.2	0.2	0.9	-1.7	10.6	-0.5	-3.3
COc1ccc2[nH]c(=O)c(CN(CCO)S(=O)(=O)c3c(C)ccc4nsnc34)cc2c1	/	-0.8	-1.5	-3.8	22.8	-0.7	-24.0	-1.5	2.4
COC(=O)c1cc(S(=O)(=O)NCC2CCN(CCc3cccs3)CC2)c[nH]1	/	-4.4	5.3	10.7	-1.3	-1.4	-9.2	-1.3	5.6
NC(=O)C1CCN(C(=O)c2ccc(Oc3cc(Cl)cc(Cl)c3)o2)CC1	10.1	3.9	-2.6	-2.2	-10.1	0.4	13.5	3.1	8.3
CC(=O)Nc1cc(-c2ccc(N(C)C)cc2)cn2c(-c3ccc(F)c(Cl)c3)cnc12	0.1	/	/	-1.8	14.7	0.5	-0.1	1.4	/
CCc1ccc2[nH]c(=O)c(CN(CCN(C)C)C(=S)NCc3ccco3)cc2c1	/	-0.9	-5.9	-64.0	3.0	0.9	1.9	9.4	8.9
COc1ccc(N)c2c1C(=O)c1ccccc1C2=O	-1.4	1.4	14.7	2.1	12.3	-0.8	-78.9	-2.1	3.2
Cc1ccc(C(=O)Nc2nnc(CC(=O)N/N=C/c3ccc(O)c(O)c3)s2)cc1	0.9	4.9	-2.1	?	25.6	-5.3	-1.2	0.5	-6.4
COc1ccc(-c2csc(N3CCN(c4cc5c(cc4Cl)nc(-c4ccncc4)n5CCOCCO)CC3)n2)cc1	-2.4	2.0	2.1	-1.5	6.7	1.4	3.5	4.5	-20.1
O=C(CN(CC(=O)N1CCOCC1)S(=O)(=O)c1ccc(Br)s1)N1CCOCC1	/	0.7	0.5	1.8	-0.6	0.1	-3.1	-2.6	3.9
CCc1ccccc1NC(=O)NCc1ccc2c(c1)OCO2	-1.3	-1.1	4.0	-8.0	7.2	-4.7	-9.8	-0.6	3.5
COc1ccc(OC(=O)Cc2cccc3ccccc23)cc1	0.7	-2.3	5.6	?	6.6	-1.9	-3.8	0.9	-1.3
COCCNC(=S)N1CCc2cc(OC)c(OC)cc2C1c1cccs1 (stereo unspecified)	2.2	-3.2	1.9	-3.3	-6.7	-4.5	-0.1	1.1	-2.4
CC(=O)Nc1ccc2c(c1)nc(C)n2Cc1ccccc1	5.0	-3.2	0.7	?	2.5	-4.4	5.6	2.1	2.8
COc1ccc(S(=O)(=O)N2CCCCCC2)cc1NC(=O)CN(C)Cc1ccc2c(c1)OCO2	-5.1	-3.4	-6.3	1.0	4.2	-2.3	11.5	3.5	-8.3
Cc1cc(NC(=O)CS(=O)(=O)c2cn(Cc3cccc(C(F)(F)F)c3)c3ccccc23)no1	-0.2	/	/	-2.8	1.0	-2.0	7.6	-2.3	/
Cc1ccc2nc(C3CCN(CC(=O)Nc4ccc5c(c4)OCCO5)CC3)[nH]c2c1	2.8	2.1	-4.7	-3.5	1.9	-0.8	-10.6	-1.2	5.1
COc1ccc(CNc2nc3ccccc3n2C)c(OC)c1	/	4.1	3.8	-3.5	-2.5	-3.6	-11.5	-3.5	3.0
CCS(=O)(=O)CCSc1nc2ccccc2o1	0.0	-1.8	-6.9	-9.5	0.8	0.9	-10.7	-0.2	-1.2
Cc1ccc(S(=O)(=O)CCSc2ccc(C(F)(F)F)cn2)cc1	0.6	-3.6	-1.6	35.6*	5.4	-2.8	-1.4	-1.8	5.6
Cc1cc(C)c2c(-n3cccc3)c(C(=O)NNS(=O)(=O)c3ccc(Br)cc3)sc2n1	/	1.2	-10.5	-2.1	9.2	-9.9	-5.0	-0.7	4.1
O=C1CC(C(=O)Nc2nccs2)C(c2ccccc2)O1 (stereo unspecified)	-1.1	-3.4	-4.5	2.5	9.7	-2.5	-1.9	-1.9	-11.0
COc1ccccc1C(=O)Nc1ccccc1C(=O)NC1CCCCC1	-1.1	0.7	2.9	0.2	1.1	-1.5	-3.8	7.5	2.1
CCOC(=O)c1sc(NC(=O)CN2CC(C)OC(C)C2)nc1C (stereo unspecified)	-0.7	-1.0	5.1	-1.0	9.4	-0.3	0.6	-0.3	5.6
CC(NCC(=O)NC(=O)NCCC1=CCCCC1)c1ccc(S(N)(=O)=O)cc1 (stereo unspecified)	1.4	/	/	3.8	4.8	-1.7	-0.5	4.2	2.6
N#Cc1ccc(OCC(=O)NCC2COc3ccccc3O2)cc1 (stereo unspecified)	0.0	0.1	0.5	1.9	1.1	-0.9	-8.5	-1.1	9.7
CCc1nc2c(OCc3ccc(C(=O)N(C)C)cc3)cccn2c1N(C)C(=O)c1ccc(C)cc1	7.1	/	/	0.9	-0.4	-5.1	-5.0	-1.9	/
O=C(NCc1ccco1)c1ccc(=O)[nH]n1	-0.2	3.5	2.3	-23.1	-0.8	-0.9	2.7	-2.1	5.7
CCc1ccc(-c2ccc3nnc(SC)n3n2)cc1	2.3	-2.0	-7.6	4.3	12.0	-4.8	-16.5	0.0	-4.6
Cc1ccc2ccc3ccc(C)nc3c2n1	1.4	-1.3	1.0	-1.3	-1.6	-2.4	3.2	-0.6	-0.1
O=C(NNC(=O)c1cc(C(F)(F)F)cc(C(F)(F)F)c1)c1ccc(Cl)cc1	0.6	-2.8	0.2	-5.8	0.7	-1.2	-5.0	3.3	16.5
O=C(Cc1c(F)cccc1Cl)Nc1cccc(S(=O)(=O)NC2=NCCCCC2)c1	1.2	-2.1	-1.9	6.0	4.5	-1.4	4.5	6.9	-0.2
COC(=O)Cn1ncc(N2CC(C)OC(C)C2)c(Cl)c1=O (stereo unspecified)	0.5	0.0	-12.3	1.4	2.3	-2.0	-3.1	-1.1	4.2
CN(C)CCCN=C(NO)c1ccc(Cl)cc1Cl	-0.7	-0.9	0.3	-7.6	11.8	-1.4	-1.3	3.3	2.3

Single values from above.
Entry for Cc1cc(C)c2c(-n3cccc3)c(C(=O)NNS(=O)(=O)c3ccc(Br)cc3)sc2n1 in Mtb FBA inh: -0.7
Entry for CN(C)CCCN=C(NO)c1ccc(Cl)cc1Cl in MazF activator: 2.3
Entry for COc1ccc(S(=O)(=O)N2CCCCCC2)cc1NC(=O)CN(C)Cc1ccc2c(c1)OCO2 in FadD28 binding: -2.3
Entry for N#Cc1ccc(OCC(=O)NCC2COc3ccccc3O2)cc1 (stereo unspecified) in MazF activator: 9.7
Entry for O=C1CC(C(=O)Nc2nccs2)C(c2ccccc2)O1 (stereo unspecified) in MazF activator: -11.0
Entry for O=C(Cc1c(F)cccc1Cl)Nc1cccc(S(=O)(=O)NC2=NCCCCC2)c1 in Mtb FBA inh: 6.9
